Source: PubChem
KDM5B inh = blocks human KDM5B histone demethylase activity; KDM5B demethylase, FDH-coupled NADH fluorescence (FDH is formaldehyde dehydrogenase); 220,000 tested, 2.6% active; Potency, µM (titrated, usually from 57.7 µM), for inactives: at the highest dose activity change, negative = inhibition, hits mostly inhibitors; active = well fitted inhibition curve with a large enough effect; inconclusive = small, poorly fitted or top-dose-only effect; inactive = no such curve, though single readings can be large or run the other way; note: 0% is about no effect; nearly all actives have a fitted effect of over 70% in size
Target sequence (Q9UGL1 whole entry, looked up): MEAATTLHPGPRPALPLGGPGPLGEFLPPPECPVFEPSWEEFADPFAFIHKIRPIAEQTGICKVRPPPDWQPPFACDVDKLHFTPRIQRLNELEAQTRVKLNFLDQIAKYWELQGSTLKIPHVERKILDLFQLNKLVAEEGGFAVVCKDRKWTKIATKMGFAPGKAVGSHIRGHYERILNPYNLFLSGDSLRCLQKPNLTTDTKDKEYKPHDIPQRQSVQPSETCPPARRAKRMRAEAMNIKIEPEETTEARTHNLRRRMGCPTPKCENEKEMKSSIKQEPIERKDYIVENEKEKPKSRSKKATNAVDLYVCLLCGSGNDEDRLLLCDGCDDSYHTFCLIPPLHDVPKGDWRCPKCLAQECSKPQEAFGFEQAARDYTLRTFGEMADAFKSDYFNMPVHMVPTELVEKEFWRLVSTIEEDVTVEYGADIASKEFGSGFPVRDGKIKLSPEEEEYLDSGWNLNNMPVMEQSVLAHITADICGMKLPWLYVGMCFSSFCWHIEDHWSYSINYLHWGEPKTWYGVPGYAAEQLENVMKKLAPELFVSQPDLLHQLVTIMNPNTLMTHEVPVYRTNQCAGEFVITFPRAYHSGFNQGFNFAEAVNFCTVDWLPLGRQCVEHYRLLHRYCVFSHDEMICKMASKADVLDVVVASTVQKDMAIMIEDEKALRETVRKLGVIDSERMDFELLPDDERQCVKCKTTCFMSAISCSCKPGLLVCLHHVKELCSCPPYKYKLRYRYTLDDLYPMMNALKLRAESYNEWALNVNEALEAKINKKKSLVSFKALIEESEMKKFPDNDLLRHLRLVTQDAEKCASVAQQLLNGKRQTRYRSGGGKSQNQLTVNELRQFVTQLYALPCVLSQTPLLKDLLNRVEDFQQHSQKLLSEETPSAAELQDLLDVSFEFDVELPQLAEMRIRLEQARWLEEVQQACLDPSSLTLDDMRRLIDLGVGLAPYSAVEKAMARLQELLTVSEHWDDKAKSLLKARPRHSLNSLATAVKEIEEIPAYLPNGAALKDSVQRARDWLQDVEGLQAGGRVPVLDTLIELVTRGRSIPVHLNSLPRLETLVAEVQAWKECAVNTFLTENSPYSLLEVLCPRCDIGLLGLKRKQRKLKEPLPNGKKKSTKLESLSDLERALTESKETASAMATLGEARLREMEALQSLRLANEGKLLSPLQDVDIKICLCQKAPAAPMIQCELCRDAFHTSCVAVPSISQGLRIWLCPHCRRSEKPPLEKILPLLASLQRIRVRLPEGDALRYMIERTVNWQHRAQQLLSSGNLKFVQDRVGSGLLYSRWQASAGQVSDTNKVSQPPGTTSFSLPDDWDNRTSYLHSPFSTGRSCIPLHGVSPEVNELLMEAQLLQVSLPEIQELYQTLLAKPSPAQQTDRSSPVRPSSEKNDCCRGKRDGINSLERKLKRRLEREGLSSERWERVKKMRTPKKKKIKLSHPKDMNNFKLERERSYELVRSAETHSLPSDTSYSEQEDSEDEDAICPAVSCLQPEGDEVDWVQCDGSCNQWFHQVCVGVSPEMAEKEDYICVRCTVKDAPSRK
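Coupled FDH/NAD⁺ fluorescence readout. KDM5BΔAP 200 nM final; compound titration, 10 min RT preincubation; substrate mix 12.5 µM H3K4me3, 25 µM 2-OG, 50 µM Fe(II), 100 µM ascorbate, 0.25 mM NAD⁺, 0.25 U/mL FDH; ΔRFU over 30 min.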
* hit, by the source's call; i = inactive; ? = inconclusive; & = joins results of further samples; [ ] = another dose, or the depositor's remark. Potency is the fitted concentration of half-maximal effect. This is a subset (hit frequency here may not be typical).

SMILES | KDM5B inh
CCCC(C(=O)O)n1c(O)c(C=C2N=c3ccccc3=N2)sc1=S (configuration not stated) | -22%
CCCCN(CC)C(=O)COc1ccccc1C#N | -3%
Cc1ccc2c(=O)cc(C(=O)Nc3ccc(S(=O)(=O)N4CCC(C)CC4)cc3)oc2c1C | -24%
CC(C)(C)c1cc(C[C@H]2CNCC[C@H]2CC(=O)Nc2ccccc2)no1 | 11%[86.2 µM]
CCCCN(Cc1ccccc1)c1ccc(NS(=O)(=O)c2cccs2)cc1C(=O)O | 20%
O=C(CCc1ncc(-c2ccc(F)cc2)o1)N1CCCCC1Cc1ccccc1 (configuration not stated) | 12%
COc1ccc(CCNC(=O)CCc2c(C)nc3c(c(C)nn3-c3ccc(C)cc3)c2C)c(OC)c1 | ?
COc1ccc(C(=O)N[C@@H]2CN(S(C)(=O)=O)C[C@H]2CN(C)C)cc1OC | ?
Cc1ccc2nc([C@H]3CCN(Cc4cccs4)C3)[nH]c2c1 | 4%[86.2 µM]
COc1cccc(NC(=O)CN(C)C(=O)c2ccc(-c3ccccc3Cl)o2)c1 | -18%

The list goes on, starting with the last two of the part before.
SMILES | KDM5B inh
Cc1ccc2nc([C@H]3CCN(Cc4cccs4)C3)[nH]c2c1 | 4%[86.2 µM]
COc1cccc(NC(=O)CN(C)C(=O)c2ccc(-c3ccccc3Cl)o2)c1 | -18%
Cc1ccc2sc(-c3ccc(N)cc3)nc2c1 | i
CC(=O)c1ccc(OCc2cc(C(=O)N(C)Cc3ncc(C)[nH]3)no2)cc1 | 5%
COc1ccc(OCc2nc(C)c(CCO)c(=O)n2CC(=O)NCc2cccs2)cc1 | -10%
O=C(Nc1cccnc1)c1nc2c(o1)CCN(Cc1ccc(F)c(F)c1)CC2 | -5%[86.2 µM]
COCCN1C(=O)c2ccccc2C(C(=O)Nc2ccccc2O)C12CCCC2 (configuration not stated) | -13%
O=C(c1cn(CCN2CCNCC2)nn1)N1C[C@@H]2CC[C@H](C1)N(CC1CC1)C2 | -19%
CC(C)NC(=O)C[C@@H]1CCNC[C@@H]1Cc1cc(CSc2ccccc2)on1 | -3%[86.2 µM]
COc1ccccc1N1CCN(C(=O)C(C)[C@@H]2CCc3c(C)cc(OCCN4CCOCC4)c(C)c3C2)CC1 (some centres not stated) | -19%
O=C(NCc1ccc(F)cc1F)C1CCCN(c2cn[nH]c(=O)c2)C1 (configuration not stated) | -14%
Cc1cc(C)cc(NC(=O)CNC(c2ccccc2)c2ccccc2)c1 | ?
COc1ccc(NC(=O)Cn2nc3n(c2=O)CCCC3)cc1 | -17%
CC(C)(C)c1ccc(C(=O)N/N=C/Cc2ccccc2)cc1 | -17%
COCc1cc(C[C@@H]2CC[C@H](O)[C@@H](CNC(=O)C3CCCC3)O2)no1 | -17%[86.2 µM]
CCC(C(=O)N1CCC2(CC1)C(=O)N(CC(=O)NCCOC)CN2c1ccccc1)c1ccccc1 (configuration not stated) | 2%
CCc1nc2c(=O)n(CC(=O)N3CCN(c4cccc(OC)c4)CC3)nc(C)c2s1 | 12%
CC1=C(C#N)C(NC(=O)C2CCCCC2)(C(F)(F)F)C(=O)N1 (configuration not stated) | -2%
Nc1ncccc1CNC(=O)[C@H]1CCC[C@H](O)C1 | 25µM*
COCCO[C@H]1C(=O)N(C2CCN(C(=O)NCc3ccccc3)CC2)[C@H]1c1ccncc1 | -14%
O=C1NCCCCCN(C(=O)c2ccco2)[C@H]2CCC[C@@H]12 | -1%
CCOc1ccc(CNC(=O)C2CCN(S(=O)(=O)N3CCC(C)CC3)CC2)cc1OC | 29%&-10%
CN1CC(=O)N(C2CCNC2)Cc2c(NCC3CCCCC3)ncnc21 (configuration not stated) | ?
CC(NC(=O)Cn1c(-c2cccs2)cc2cc(F)ccc21)c1ccccc1 (configuration not stated) | ?
COC(=O)c1c(NC(=O)CCCOc2ccc(C)cc2)sc2c1C(C(=O)OC)CC2 (configuration not stated) | 17%
CC(C)CCNC(=O)Cc1ccc(NC(=O)N2CCCCc3ccccc32)cc1 | 0%
COc1ccc(OC)c(C(=O)CSc2ncc3c(n2)-c2ccccc2N(Cc2ccccc2C)S3(=O)=O)c1 | -7%
CCc1nc(NC(=O)C2CC(=O)N(c3n[nH]c4cc(Br)ccc34)C2)sc1C (configuration not stated) | ?
COCCCNC(=O)N[C@@H]1CN(c2ncccn2)C[C@H]1CN(C)C | 32µM*
O=C(O)c1cccnc1Sc1ccc(F)cc1 | 14%
COc1cccc(CNC(=O)Cn2nc3n(c2=O)CCCC3)c1OC | 32%
COc1cccc(CNC(=O)C2=C(C)C(=O)OC23CCN(C(C)=O)CC3)c1OC | 7%

Structures from the list above that have a thiophene ring, fused or not, in the order listed:
SMILES | KDM5B inh
CCCCN(Cc1ccccc1)c1ccc(NS(=O)(=O)c2cccs2)cc1C(=O)O | 20%
Cc1ccc2nc([C@H]3CCN(Cc4cccs4)C3)[nH]c2c1 | 4%[86.2 µM]
COc1ccc(OCc2nc(C)c(CCO)c(=O)n2CC(=O)NCc2cccs2)cc1 | -10%
CC(NC(=O)Cn1c(-c2cccs2)cc2cc(F)ccc21)c1ccccc1 (configuration not stated) | ?
COC(=O)c1c(NC(=O)CCCOc2ccc(C)cc2)sc2c1C(C(=O)OC)CC2 (configuration not stated) | 17%

Later entries.
SMILES | KDM5B inh
COc1ccccc1/C=C/C=N/n1c(-c2ccc(F)cc2)n[nH]c1=S | -35%
O=C(CN1C=NS(=O)(=O)c2ccccc21)Nc1ccc(Br)cc1 | -6%
COc1cc(NC(=S)N(C)C)c(OC)cc1Cl | -2%
COc1ccc(C(=O)N[C@@H]2CCC[C@@H]2C(=O)NCC(C)C)cc1 | -3%
Cc1ccc(C(=O)COC(=O)c2ccc(O)cc2)s1 | -16%
O=C1c2ccccc2-c2onc3c(N4CCN(C5CCCCC5)CC4)cc(NCCO)c1c23 | ?
COc1cccc(CC(=O)N2C[C@@H](Oc3cccnc3)C[C@H]2C(N)=O)c1 | 28%
COc1ccc2[nH]cc(C(C(=O)O)N3CCN(C(C)=O)CC3)c2c1 (configuration not stated) | 2%
CCOC(=O)CCc1cc(C(=O)OCC)c(CCC(=O)OCC)cc1C(=O)OCC | 9%
CCOc1ccccc1CN1CCC2(CCN(C(C)=O)CC2)Oc2ccccc21 | ?
O=C(NC1CC1)C1CCN(C(=O)N2CC3CC(C2)[C@H]2CCCC(=O)N2C3)CC1 (some centres not stated) | -16%
COc1ccc(N2CCN(C(=O)c3ccc4c(c3)N(C)C3CCCCCN3C4=O)CC2)cc1 (configuration not stated) | ?
Cn1c(=O)c2c(-c3ccccc3)n3c(c2n(C)c1=O)C(c1cccc(Cl)c1)OCC3(C)C (configuration not stated) | -20%
CCOc1ccc(N2CC(NC(=O)c3ccc(S(=O)(=O)N4CCCCC4)cc3)CC2=O)cc1 (configuration not stated) | -1%
Cc1cc(C(=O)N2CC[C@H](NS(=O)(=O)c3cccs3)C[C@H]2C(=O)N[C@H](CC(C)C)C(N)=O)n(C)n1 | -16%
O=C1NCCCCCCN(C(=O)c2cc(CN3CCOCC3)on2)[C@H]2CCCC[C@@H]12 | 4%
COCc1cc(=O)n(CC(=O)Nc2cccc(SC)c2)c(N2CCOCC2)n1 | -24%
O=C(COc1ccc(F)cc1)N1CCN(C(=O)c2nnn3c2COC(c2ccc(Cl)cc2)C3)CC1 (configuration not stated) | -5%
CC(=O)Nc1ccc(CN2C[C@@H](F)[C@@H](OCc3nc4cc(C)c(C)cc4[nH]3)C2)cc1 | ?
COCCOCC(=O)NCC(=O)N1CCCCCNC(=O)CC1c1ccccc1 (configuration not stated) | -13%
CCn1c(SCC(=O)Nc2c(C)cccc2C)nnc1-c1nonc1NC(C)=O | -5%
CCN1CCN(c2nc3c(S(=O)(=O)c4ccc(C)cc4)nnn3c3ccsc23)CC1 | ?
CCC(=O)Nc1nc2c(C)cc(NS(=O)(=O)c3cccc(Cl)c3C)cc2s1 | -8%
Cc1ccc(NC(=O)c2nc3ccccc3nc2Cl)c(C)c1 | 21%
Cc1ccc(S(=O)(=O)/C(C#N)=C/c2c(N3CCOCC3)nc3c(C)cccn3c2=O)cc1 | -5%
COc1ccc(NC(C)=O)cc1NC(=O)Cn1ccc2c(Cl)cccc21 | 4%
O=S(=O)(c1ccc(-c2ccccn2)s1)N1CCC2(CC1)OCCO2 | -8%
COc1ccccc1C(=O)N1CC(CNc2ccccc2)C2(C1)CN(c1ccccc1)C2 (configuration not stated) | -28%[86.2 µM]
CCN(Cc1ccccc1)C(=O)c1nn(-c2ccccc2)c(=O)c2ccccc12 | -7%
COc1c(Cl)cc(Cl)cc1CNCc1cccnc1 | 7%
O=S(=O)(c1ccc2oc3ccccc3c2c1)N1CCOCC1 | -1%
CC(C)c1ccc(/C=C/C(=O)Nc2c(F)c(F)c(F)c(F)c2F)cc1 | 22%
COCCn1c(C)cc(O)c(C(c2ccccc2F)N2CCN(c3ccccc3)CC2)c1=O (configuration not stated) | -11%
CN1Cc2ccc(NCc3ccccc3)nc2C(C)(C(=O)NCc2cccs2)C1 (configuration not stated) | ?
CCOc1ccc(-c2nc(CS(=O)Cc3cc(C)ccc3C)cs2)cc1OC (configuration not stated) | ?
N#Cc1nc(-c2ccc(COc3ccccc3)o2)oc1N1CCN(c2ccccc2)CC1 | -5%
Cc1ccc(C(CNC(=O)c2cc3ccccc3oc2=O)N2CCC(C)CC2)o1 (configuration not stated) | 0%
CCCn1cc(-c2ccncc2)cc1C(=O)N1CCN(c2ccccc2OC)CC1 | 16%
CCn1nc(C(=O)NCC(C)(C)N2CCCCC2)c2ccccc2c1=O | 6%
O=C(CCc1cc(=O)[nH]o1)N[C@@H]1CCOC[C@H]1O | 8%

In the list so far, 2 have bromine.
SMILES | KDM5B inh
CCc1nc(NC(=O)C2CC(=O)N(c3n[nH]c4cc(Br)ccc34)C2)sc1C (configuration not stated) | ?
O=C(CN1C=NS(=O)(=O)c2ccccc21)Nc1ccc(Br)cc1 | -6%

(more compounds)
SMILES | KDM5B inh
CC(=O)N1CCc2cc(S(=O)(=O)CCC(=O)N3CCCC(Cc4nncn4CC4CC4)C3)ccc21 (configuration not stated) | 8%
CN(Cc1ccccc1)C(=O)c1nc(-c2cccc3[nH]ccc23)no1 | ?
CCN1c2cc(C(=O)NC3CCCCC3)ccc2C(=O)N2CCCCC21 (configuration not stated) | ?
CN(C)S(=O)(=O)N1CCC2(CC1)CC(=O)N(C/C=C/c1ccccc1)C2 | -16%
N#Cc1ccccc1COc1ccc(C=O)cc1 | 11%
Cc1cc(C(=O)COC(=O)c2n[nH]c(=O)c3ccccc23)c(C)n1C | 14%
O=C(NC1CC1)C(Sc1ccc2c(c1)OCCCO2)c1ccc(F)cc1 (configuration not stated) | 6%
O=C(Cn1cnc([N+](=O)[O-])n1)c1ccc(O)c(O)c1 | ?
NC(=O)C1(NC(=O)c2ccc(I)cc2)CCCCC1 | 1%
CCOc1ccc2nc(N3CCCC(C(=O)Nc4cccc(Cl)c4C)C3)sc2c1 (configuration not stated) | -14%
CCCNC(=O)N1CCC(c2noc(-c3ccccn3)n2)C1 (configuration not stated) | -13%
O=C(CN1C(=O)CNC1=O)N1CCCC(Nc2ccc3c(c2)OCO3)C1 (configuration not stated) | ?
Cc1ccc2nc3n(c2c1)[C@@H](CNCc1cccnc1)COC3 | -26%[86.2 µM]
CCCOC(=O)c1cc2ccccc2[nH]1 | ?
CC1CCN(CC(=O)N(C)CC(=O)Nc2ccc(Cl)c(C(F)(F)F)c2)CC1 | 13%
Cc1ccc(-c2nnc(SCC(=O)N3CCc4ccccc43)o2)cc1 | -13%
CC1(CCCCc2ccccc2)COc2ccc(C(=O)NC3CC3)cc2N1 (configuration not stated) | 28µM*
Cc1cnccc1CN(C)Cc1cc2n(n1)CCCNC2 | 0%
CCn1c(CC(=O)Nc2cccc(OC)c2)nnc1SCC(=O)Nc1cccc(F)c1 | 21%
Cc1ccc2oc(=O)c(S(=O)(=O)N3CCCC(C)C3)cc2c1 (configuration not stated) | -17%
NS(=O)(=O)c1ccc(N/N=C/c2ccccc2Cl)c([N+](=O)[O-])c1 | -15%
CC(=O)N1Cc2ccccc2CC2(CCN(Cc3ccccn3)C2)C1 (configuration not stated) | ?
Cc1ccc2onc(CNC(=O)NCc3ccc(Cl)cc3)c2c1 | 12%
CCOCCn1c(=O)[nH]c2cc(C(=O)NCc3nnc(C)o3)ccc21 | ?
COc1ncccc1-c1cnc2[nH]cc(CC(=O)Nc3cc(C)nn3C)c2c1 | 40µM*
C/C(=N/NC(=O)CNC(=O)Cc1ccccc1)c1ccc(Cl)cc1 | 6%
COc1ccc(C(=O)N2CC[C@H](CO)[C@H](NC(=O)C3CC3)C2)cn1 | 14%
COc1ccc(S(=O)(=O)Nc2cc3c(cc2NCc2ccccc2)n(C)c(=O)n3C)cc1OC | 5%
Cc1cccc(N(C)C(=O)CN(C)S(=O)(=O)c2ccc3[nH]c4c(c3c2)CCCC4)c1 | ?
Cc1nn(Cc2ccccc2Cl)c(C)c1NC(=O)NC1CCCC1 | 22%
Cc1nc(-n2nc(C)c(Cc3ccccc3Cl)c2C)sc1C(=O)N1CCC(C)CC1 | -15%
Cc1nn(C)cc1/C=N/NC(=O)c1ccco1 | -1%
CN(C)C1(CNC(=S)NCCc2ccccc2)CCCCC1 | -12%
